12-LOX inh = Primary qHTS assay for inhibitors of human arachidonate 12S-lipoxygenase (ALOX12): Round 2; Polyunsaturated fatty acid lipoxygenase ALOX12 (Homo sapiens), P18054; purified 12hLO, xylenol orange hydroperoxide absorbance; Potency, µM (doses to about 108 µM), without a hit: at the highest dose activity change, negative = inhibition, actives largely listed as inhibitors; actives 1.1% (n = 580,000); note: potency is the fitted concentration of half-maximal effect; % is set by controls: 0 for no effect and ±100 for the full control effect
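Purified human 12hLO (150 nM final) in 25 mM Hepes, 0.01% Triton X-100, pH 7.0 was preincubated 15 min at room temperature with compound. Then 40 uM arachidonic acid was added, 30 min. Hydroperoxide was read by Fe-XO absorbance ratio 573/405 nm.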
D2 ag = HTS Assay for Allosteric Agonists of the Human D2 Dopamine Receptor: Primary Screen for Agonists. HEK293 T-REx D2 cells, calcium flux agonist mode. D(2) dopamine receptor (Homo sapiens), P14416. activation, % at 2 µM. actives 0.53% (n = 340,000). AID 485358, 2010;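 active = activation over 3 SD above normal in the single-dose calcium agonist read, cut at about 30% in these data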; note: 0% is about no effect
Target sequence (P14416 whole entry, looked up): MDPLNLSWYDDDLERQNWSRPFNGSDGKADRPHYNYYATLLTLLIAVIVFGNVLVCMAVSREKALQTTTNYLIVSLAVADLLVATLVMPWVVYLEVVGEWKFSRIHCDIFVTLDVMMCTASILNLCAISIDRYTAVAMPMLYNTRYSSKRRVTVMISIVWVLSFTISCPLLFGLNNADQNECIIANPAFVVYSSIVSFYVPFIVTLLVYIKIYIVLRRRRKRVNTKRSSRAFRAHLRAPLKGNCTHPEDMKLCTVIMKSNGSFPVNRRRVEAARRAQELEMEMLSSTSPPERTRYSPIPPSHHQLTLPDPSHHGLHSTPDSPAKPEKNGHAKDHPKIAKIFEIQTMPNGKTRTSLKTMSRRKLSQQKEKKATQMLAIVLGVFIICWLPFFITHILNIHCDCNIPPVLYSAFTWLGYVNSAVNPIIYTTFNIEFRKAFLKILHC
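Calcium-flux readout, 1 cycle/sec over 180 s following compound pin transfer, in inducible HEK293 Trex D2 cells (force-coupled); dopamine controls included. Positive calcium responses during this window marked compounds as potential agonists.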
LDHA inh = qHTS assay for inhibitors of human lactate dehydrogenase; activity change, % (values are at about 110 or 230 µM); purified LDHA, NADH/diaphorase-resazurin fluorescence; hits give low values; actives 0.15% (n = 480,000); in the data active = activity change below about -30%; inconclusive = mostly about -25% to -30%;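 note: plate controls were DMSO wells for no effect and wells without enzyme for full effect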
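Enzyme activity of human lactate dehydrogenase 5 (2 nM; 0.06 mM NADH, 0.2 mM pyruvate, 5 min, RT) is measured via a resazurin/diaphorase fluorescence readout of residual NADH.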
Vif-APOBEC3F blk = qHTS for Inhibitors of Vif-A3F Interactions: qHTS; actives 0.2% (n = 390,000); AID 602313, 2012; HeLa A3F-eYFP + Vif (tagged APOBEC3F with the HIV-1 protein that degrades it), YFP fluorescence increase; Potency, µM (top dose mostly 46.1 µM), for inactives: at the top dose activity, negative = active; note: potency is the fitted concentration of half-maximal effect; % of control where 0% means no effect; nearly all actives have a fitted effect of over 65% in size
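Fluorescence increase (Ex 488/Em 500-530) after overnight compound treatment at 37 deg C flags inhibition of Vif-driven A3F-eYFP loss in stable HeLa A3F-eYFP/Vif cells seeded overnight beforehand.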
RGS4 inh = Inhibitors of Regulator of G Protein Signaling (RGS) 4: qHTS. Regulator of G-protein signaling 4 (Homo sapiens), P49798. Transcreener GDP fluorescence polarization, RGS4-accelerated GTP hydrolysis. Potency, µM (highest dose often 114 µM), for the others: top-dose activity change, negative = inhibition, actives largely listed as inhibitors. actives 0.039% (n = 390,000). AID 504845, 2011; note: potency is the fitted concentration of half-maximal effect; % is set by controls: 0 for no effect and ±100 for the full control effect; nearly all actives have a fitted effect of over 75% in size; some results filed as inactive show a strong effect at the top dose
Target sequence (P49798 whole entry, looked up): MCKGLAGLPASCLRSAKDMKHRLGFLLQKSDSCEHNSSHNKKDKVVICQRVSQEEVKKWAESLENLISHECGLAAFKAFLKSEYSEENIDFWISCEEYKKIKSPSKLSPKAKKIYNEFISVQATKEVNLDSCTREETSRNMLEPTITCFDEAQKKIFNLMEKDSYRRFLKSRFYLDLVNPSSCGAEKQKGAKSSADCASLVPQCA
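MLSMR compounds (23 nl, pin-transferred) preincubated 10 min at room temperature with a 500nM (2x) first reagent, then RGS4 at 900nM (2x) plus Transcreener GDP mix added; fluorescence polarization (620/688 nm) read before and after 90 min at 30 °C.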
Vif-A3G inh = qHTS for Inhibitors of Vif-A3G Interactions: qHTS. HeLa A3G-eYFP + Vif (tagged APOBEC3G with the HIV-1 protein that degrades it), YFP fluorescence, overnight. Potency, µM (highest dose often 46.1 µM), for the others: top-dose activity, negative = active, actives largely listed as inhibitors. actives 0.076% (n = 410,000);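 note: potency is the fitted concentration of half-maximal effect; % is set by controls: 0 for no effect and ±100 for the full control effect; nearly all actives have a fitted effect of over 60% in size; hits raise eYFP signal because A3G escapes Vif-driven loss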
Target sequence (Q9HC16 whole entry, looked up): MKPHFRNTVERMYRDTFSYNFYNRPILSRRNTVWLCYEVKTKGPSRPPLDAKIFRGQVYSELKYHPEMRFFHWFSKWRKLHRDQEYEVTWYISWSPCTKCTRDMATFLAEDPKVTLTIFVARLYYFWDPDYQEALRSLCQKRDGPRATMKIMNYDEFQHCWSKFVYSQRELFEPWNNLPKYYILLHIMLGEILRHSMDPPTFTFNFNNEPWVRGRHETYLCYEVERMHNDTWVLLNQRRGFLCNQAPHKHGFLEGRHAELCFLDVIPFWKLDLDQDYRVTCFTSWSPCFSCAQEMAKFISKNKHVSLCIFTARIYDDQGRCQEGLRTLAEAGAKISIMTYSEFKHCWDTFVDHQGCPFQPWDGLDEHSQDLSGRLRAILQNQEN
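HeLa cells stably expressing Vif and C-terminally eYFP-tagged A3G, seeded overnight at 37 deg C, then exposed to compound by pintool overnight at 37 deg C. Rise in yellow fluorescence (Ex 488/Em 500-530, Acumen) marks blocked Vif-driven A3G degradation.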
ERG-DNA inh = qHTS for Small Molecule Inhibitors of the ERG Ets/DNA interaction; actives 0.028% (n = 370,000); fluorescence polarization, His-ERG Ets domain / labelled DNA; Potency, µM (doses to about 76.9 µM), inactives show at the highest dose FP activity, negative = inhibition, most hits filed as inhibitors; AID 624246, 2012; Transcriptional regulator ERG (Homo sapiens), P11308; active = well fitted inhibition curve with a large enough effect in the polarisation, with a control signal flat; inconclusive = small, poorly fitted or top-dose-only effect, or effect the other way, or a change in a side signal; inactive = no such curve, though single readings can be large or run the other way; the % refers to the polarisation;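 note: polarization taken with two DNA probes labelled with fluorescein and Texas red; potency is the fitted concentration of half-maximal effect; % of control where 0% means no effect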
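His-tagged ERG Ets domain (1 uM in the protein solution; 300mM KCl, 50mM Tris-HCl, 1mM EDTA, 1mM DTT, pH 7.5) received compound, then a probe mix of 5 nM fluorescein-DNA and 100nM Texas-615-DNA. Fluorescence polarization was read for both dyes.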
GRP78 ERSR act = qHTS for Inducers of the Endoplasmic Reticulum Stress Response (ERSR) in Human Glioma: qHTS | Potency, µM, without a hit: top-dose activation, hits mostly activators | U87-MG GRP78 promoter luciferase reporter, 16 h | actives 0.02% (n = 420,000); note: potency is the fitted concentration of half-maximal effect; series mostly up to about 76 µM; % of control where 0% means no effect; nearly all actives have a fitted effect of over 35% in size
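ERSR induction read as luciferase luminescence (Bright-Glo, 10 min at room temperature) in stably transfected human U87-MG glioma cells exposed to compounds for 16 h, using GRP78 as sensor.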
D2 antag = HTS Assay for Allosteric Antagonists of the Human D2 Dopamine Receptor: Primary Screen for Antagonists | actives 2% (n = 340,000) | inhibition, % at 10 µM | HEK293 TREx D2 cells, calcium flux, dopamine EC80 | AID 485344, 2010 | D(2) dopamine receptor (Homo sapiens), P14416; in the data active = inhibition above about 30%; note: 0% is about no effect
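Measurement of antagonist activity uses fluorescent calcium dye in inducible HEK293 T-REx D2 cells: 10 s baseline, compound addition with 180 s read, EC80 dopamine addition with a further 180 s read.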
* hit, by the source's call; i = inactive; ? = inconclusive; nt = not tested or not shown; [ ] = another dose, or the depositor's remark. Unless noted, calls come from the whole dose curve; as a rule, active = well fitted curve in the direction sought with a large enough effect; inconclusive = small, poorly fitted or top-dose-only effect, or another doubt; inactive = no such curve, though single readings can be large; an effect the other way counts as inactive or inconclusive. These rows are one share of the data; rates above refer to the full screens.

Screens in order – 12-LOX inh	D2 ag	LDHA inh	Vif-APOBEC3F blk	RGS4 inh	Vif-A3G inh	ERG-DNA inh	GRP78 ERSR act	D2 antag
[1] CC1CC(C)CN(C(=O)COC(=O)CCC(=O)c2cccs2)C1 (centres undefined)
 : -1%	nt	-9	-20%	30%	1%	-4%	-3%	nt
[2] O=C(Nc1ccc(Br)cc1F)c1nc[nH]c1C(=O)N1CCc2ccccc2C1
 : -8%	nt	-7	-17%	nt	0%	nt	-1%	nt
[3] COc1ccc(CNC(=O)C2Cc3ccccc3CN2C(=O)c2ccco2)cc1 (centres undefined)
 : 6%	0.0	1	?	-9%	0%	0%	-1%	3
[4] COC(=O)[C@]1(C)N[C@H](CN(C)S(=O)(=O)c2ccccc2)[C@@H]2C(=O)N(C)C(=O)[C@@H]21
 : ?	nt	1	-1%	12%	-4%	11%	-4%	nt
[5] CC(N=C1NS(=O)(=O)c2ccccc21)C(=O)N1CCc2ccccc2C1 (centres undefined)
 : 2%	-1.0	-7	-1%	3%	1%	1%	0%	-9
[6] CCC(C)(C)NC(=O)Cc1ccc(OC)c(OC)c1
 : 0%	0.4	0	-4%	-10%	-2%	-1%	-3%	-16
[7] CCOC(=O)c1noc2nc(C)n(CC(=O)Nc3ccccc3F)c(=O)c12
 : -45%	0.0	-7	0%	10%	3%	2%	-3%	nt
[8] COC(=O)C1=C(O)/C(=C\c2ccc(O)c(OC)c2)N=C1C
 : ?	nt	11	-7%	-20%	0%	5%	-1%	nt
[9] O=C(CNC(=O)C1COc2ccccc2O1)N/N=C\c1ccc(Br)cc1 (centres undefined)
 : -4%	-0.3	-5	1%	16%	-1%	-5%	9%	-5
[10] C[C@H](CO)NC(=O)c1nc[nH]c1C(=O)N[C@@H](C)c1ccccc1
 : -40%	nt	-9	-11%	nt	-1%	nt	-2%	nt
[11] COc1ccc(-n2nc(C(=O)NCC(=O)N3CCN(c4ccccn4)CC3)c3ccccc3c2=O)cc1Cl
 : 1%	-1.3	-4	6%	-17%	-3%	3%	-3%	-8
[12] COc1ccccc1-c1cc(C(=O)Nc2cc(Cl)ccc2O)no1
 : -15%	0.1	-7	3%	8%	-5%	2%	2%	nt
[13] COc1cc(/C=N/NC(=O)c2nnn(-c3nonc3N)c2C(C)C)ccc1OCc1ccccc1
 : 10%	0.6	-4	12%	10%	0%	-13%	0%	-19
[14] O=C(c1ccc(Cl)c([N+](=O)[O-])c1)N(Cc1ccco1)C1CCS(=O)(=O)C1 (centres undefined)
 : 7%	1.5	-8	-10%	25%	3%	-4%	2%	10
[15] COCCNC(=S)N/N=C(\C)c1ccccc1F
 : ?	-0.4	-3	?	-20%	2%	9%	12%	-11
[16] CCOC(=O)CN1C(=O)CCSc2ccc(Cl)cc21
 : 1%	3.5	-1	3%	-1%	3%	-5%	-5%	10
[17] COCC(=O)N(C)CC1CCCN(CCc2ccccc2OC)C1 (centres undefined)
 : 2%	0.2	-3	-16%	-8%	3%	-5%	-6%	4
[18] COc1ccc(Nc2cc(C)nc3ccc(OC)cc23)cc1
 : 0%	-0.6	-1	5%	-4%	4%	-5%	-5%	9
[19] O=C(NCCCn1ccnc1)C1CC(c2cccc(Br)c2)=NO1 (centres undefined)
 : -4%	0.4	-5	-4%	11%	0%	nt	-2%	-15
[20] COc1ccc(NC(=O)C(OC(=O)c2ccc([N+](=O)[O-])o2)c2ccccc2)cc1Cl (centres undefined)
 : -24%	-0.6	1	-13%	-44%	-14%	7%	9%	-1
[21] COC(C[C@H]1O[C@@H]1[C@@H](O)COCc1ccccc1)OC
 : 0%	0.2	-7	6%	15%	4%	-3%	-1%	-9
[22] CC(=O)C1=C(O)C(=O)N(Cc2ccco2)C1c1ccc(F)cc1 (centres undefined)
 : -20%	-0.6	-1	-2%	10%	0%	nt	-5%	10
[23] Cc1cccc2cc(C#N)c(SCC(=O)N3CC(=O)Nc4ccccc43)nc12
 : -22%	2.9	-3	?	-9%	?	7%	-5%	34*
[24] COc1cc(C#N)ccc1OCC(=O)Nc1ccc(C)c(S(=O)(=O)N2CCOCC2)c1
 : -17%	nt	-4	2%	13%	3%	3%	0%	nt
[25] Cc1ccc(S(=O)(=O)Nc2nc3n(n2)C(c2ccc(Cl)cc2)CC(=O)N3)cc1 (centres undefined)
 : 124%[activator]	nt	1	-5%	-21%	3%	8%	-8%	nt
[26] CC(=O)Nc1ccccc1OCC(=O)NCCc1ccc(Cl)cc1Cl
 : 2%	nt	-5	2%	-21%	2%	1%	-3%	nt
[27] Cc1cc(C)c2nc(-c3ccccn3)cc(C(=O)NCc3cc(C)n(C)n3)c2c1
 : i	-0.2	0	0%	-4%	-5%	3%	-3%	35*
[28] O=C(Nc1ccc(-c2csc(Nc3cccc(C(F)(F)F)c3)n2)cc1)c1ccccc1
 : -10%	-0.5	2	?	-11%	?	11%	-7%	24
[29] Nc1ncnc2c1ncn2[C@@H]1O[C@H](C(=O)NCC2CCN(Cc3ccccc3)CC2)[C@@H](O)[C@H]1O
 : -2%	nt	-9	nt	nt	-3%	nt	1%	nt
[30] CCn1c(S(=O)(=O)O)nc2ccccc21
 : -28%	-0.2	0	6%	-12%[11.4 µM]	0%	-2%	-2%	-1
[31] O=C(c1ccccc1)c1coc2ccc(O)c(CN3CCOCC3)c12
 : 0%	0.0	4	1%	-8%[11.4 µM]	5%	-3%	6%	-15
[32] CC(=NOC(=O)c1ccc(I)cc1)c1nccs1
 : 5%	nt	-6	nt	nt	1%	nt	-4%	nt
[33] COc1ccccc1NC(=O)N1CCC(c2nc3ccccc3o2)CC1
 : -2%	0.2	-9	5%	-2%	3%	-5%	-7%	6
[34] Cc1ccc(NC(=S)NNC(=S)Nc2ccc(C)cc2C)cc1
 : 35µM*	-1.8	-7	-24%	?	?	23%	-3%	-25
[35] COc1cc(CC(=O)OCC(=O)NCc2ccco2)cc(OC)c1OC
 : -3%	nt	-3	0%	-5%	0%	9%	1%	nt
[36] O=C(Nc1ccc(C#Cc2ccccc2)cc1)C1CC1
 : 0%	nt	-10	-8%	-15%	-6%	3%	7%	nt
[37] CC1(CCc2ccc3c(c2)OCO3)NC(=O)c2ccccc2N1 (centres undefined)
 : 0%	1.7	8	-19%	-51%[56.9 µM]	-2%	-10%	-7%	-12
[38] COc1cc2[nH]c(=O)n(Cc3ccc(C(=O)NCCCN4CCN(C)CC4)cc3)c(=O)c2cc1OC
 : 47%[activator]	-0.2	-3	-17%	33%	1%	-10%	-4%	24
[39] Cc1n[nH]c(=O)nc1NCc1ccco1
 : 11%	-0.7	-10	nt	-16%	0%	-6%	0%	-4
[40] N/C(Cc1cccc2ccccc12)=N\OC(=O)Cc1cccs1
 : -3%	-0.5	4	-16%	-19%	-9%	-2%	4%	-18

Some of these compounds in order of molar mass, rising:
Screens in order – 12-LOX inh	D2 ag	LDHA inh	Vif-APOBEC3F blk	RGS4 inh	Vif-A3G inh	ERG-DNA inh	GRP78 ERSR act	D2 antag
[31] O=C(c1ccccc1)c1coc2ccc(O)c(CN3CCOCC3)c12
 : 0%	0.0	4	1%	-8%[11.4 µM]	5%	-3%	6%	-15
[34] Cc1ccc(NC(=S)NNC(=S)Nc2ccc(C)cc2C)cc1
 : 35µM*	-1.8	-7	-24%	?	?	23%	-3%	-25
[33] COc1ccccc1NC(=O)N1CCC(c2nc3ccccc3o2)CC1
 : -2%	0.2	-9	5%	-2%	3%	-5%	-7%	6
[35] COc1cc(CC(=O)OCC(=O)NCc2ccco2)cc(OC)c1OC
 : -3%	nt	-3	0%	-5%	0%	9%	1%	nt

Additional results follow:
Screens in order – 12-LOX inh	D2 ag	LDHA inh	Vif-APOBEC3F blk	RGS4 inh	Vif-A3G inh	ERG-DNA inh	GRP78 ERSR act	D2 antag
[41] COc1cc(C(=O)NCc2ccc(-c3nc4ccccc4o3)cc2)cc(OC)c1OC
 : 0%	1.0	0	-13%	-25%	-3%	5%	-3%	-17
[42] COc1ccc(C(=O)CCC(=O)Nc2ccc(C)c(Cl)c2)cc1
 : 4%	0.5	2	-15%	-1%	2%	2%	-3%	nt
[43] O=C(c1cc(C2CC2)on1)N1CCN(C(c2ccccc2)c2ccccc2)CC1
 : -12%	-0.9	-3	-5%	-4%	0%	1%	-2%	22
[44] CCOC(=O)C1=C(O)/C(=C/c2cc(OC)c(O)c(OC)c2)SC1=Nc1ccc(OC)cc1
 : -17%	9.5	3	-29%	-33%	-8%	118%[activator]	-5%	-1
